Screening data deposited in PubChem by National Center for Advancing Translational Sciences (NCATS).
USP2a inh: USP2a (human) protease inhibition | O75604 | USP2 core, Ub-CHOP2 coupled fluorogenic reporter, 485/531 | Potency, µM (highest dose often 38.3 µM), without a hit: at the highest dose activity change, negative = inhibition, usual class: inhibitors | 330,000 tested, 0.01% active | AID 463254;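 also: potency is read from the fitted curve at half-maximal effect; plate controls were DMSO wells for no effect and full inhibition by NEM control for full effect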
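Cell-free coupled assay: 10nM USP2 core preincubated 30min RT with compound in Tris-HCl pH 8.0/CaCl2/CHAPS buffer, then 25nM Ub-CHOP2 and 25nM reporter substrate; fluorescence (Ex 485/Em 531) read after 60min RT, normalized to NEM inhibition, concentration-response curves fitted.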
PKM2 act: increases activity of human pyruvate kinase M2. AID 1631. 260,000 tested, 0.34% active. Potency, µM (highest dose often 57.5 µM), without a hit: at the top dose activation, usual class: activators. purified PKM2, Kinase-Glo ATP luminescence, activation; response scale: 0% is enzyme alone, no compound. P14618; also: potency is read from the fitted curve at half-maximal effect; % is scaled to controls: 0 for no effect and ±100 for the full control effect; nearly all actives have a fitted effect of over 55% in size
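Purified hPK-M2 (>95%) run at intermediate activity with 0.1 mM ADP and 0.5 mM PEP in 50 mM imidazole pH 7.2, KCl, MgCl2; 1 h room temperature. ATP formed read by Kinase-Glo luminescence; normalized to uninhibited and no-enzyme controls.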
B2AR arrestin: beta2AR (human) beta-arrestin recruitment activity. P07550. beta-arrestin recruitment to beta2AR, cell-based reporter. Potency, µM (highest dose often 46.1 µM), for the others: at the top dose activation, usual class: activators. 330,000 tested, 0.02% active. AID 492947;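 also: potency is read from the fitted curve at half-maximal effect; 0% = DMSO controls and full agonism = EC100 isoproterenol or metaproterenol; nearly all actives have a fitted effect of over 65% in size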
GALK inh: blocks human galactokinase activity; AID 1868; Purified GALK, Kinase-Glo residual ATP luminescence; P51570; Potency, µM (highest dose often 57.5 µM), for inactives: top-dose activity change, negative = inhibition, most hits filed as inhibitors; 270,000 tested, 0.007% active; also: potency is read from the fitted curve at half-maximal effect; % is scaled to controls: 0 for no effect and ±100 for the full control effect
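ATP-depletion format; final 35 uM ATP, 100 uM D-galactose, 5 nM enzyme; pH 8.0 HEPES/Mg2+ buffer; 60 min RT; luminescence read 10 min after detection reagent.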
Coupling enz: counter-screen for Giardia aldolase inhibitors: coupling enzyme system; AID 2472; coupling enzyme system counterscreen, AmpLite Red fluorescence; 290,000 tested, 0.67% active; activity change, negative = inhibition, % at 58.2 µM, hits read low; in the data active = activity change below about -30%; also: % is scaled to controls: 0 for no effect and ±100 for the full control effect
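Fluorescence at 525 nm excitation and 598 nm emission measured inhibition of the coupled detection system without aldolase. Compounds (at 57.5 uM final) were preincubated 10 min at room temperature with coupling enzyme reagent before a 20 min substrate/AmpLite Red step.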
KCNH2 3.1 inh: KCNH2 3.1 (human) potassium channel inhibition; U2OS KCNH2 3.1, thallium flux FluxOr; active compounds read low; 340,000 tested, 0.95% active; AID 720553; activity change, % (tested at about 1.8 µM);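 active = maximum activity change below -70%; inconclusive = maximum activity change from -70% to -50%; inactive = maximum activity change above -50%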;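 also: thallium influx rate constant from kinetic fluorescence after stimulation buffer; % is scaled to controls: 0 for no effect and ±100 for the full control effect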
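Channel expression came from 3.1 mutant virus (1.77 x 10^8 /mL) applied to suspended U2OS cells for 4 h. Flux was tracked with FluxOr dye plus Red40 quencher, and kinetic rate constants normalized to controls.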
Menin MLL FP TR: displaces Texas Red mutant MLL peptide from human menin; 270,000 tested, 0.23% active; O00255; Menin + Texas Red MLL mutant peptide, fluorescence polarization; Potency, µM (top dose mostly 61.6 µM), for inactives: top-dose FP activity change, negative = inhibition, usual class: inhibitors; AID 1768; active = well fitted inhibition curve with a large enough effect in the polarisation, with a control signal flat, not every such curve was filed as active; inconclusive = small, poorly fitted or top-dose-only effect, or effect the other way, or a change in a side signal; inactive = no such curve, though single readings can be large or run the other way; the % refers to the polarisation; also: potency is read from the fitted curve at half-maximal effect; % of control where 0% means no effect; many of its hits are not listed in these tables
MLL CXXC-DNA inh: inhibitors of human MLL CXXC domain-DNA interaction. AID 2662. 290,000 tested, 0.037% active. Potency, µM (series often up to 115 µM), inactives show at the top dose activity change, negative = inhibition, actives largely listed as inhibitors. Q03164. MLL-CXXC / FITC-HOXA9 DNA fluorescence polarization; active = well fitted inhibition curve with a large enough effect in the polarisation, with a control signal flat, not every such curve was filed as active; inconclusive = small, poorly fitted or top-dose-only effect, or effect the other way, or a change in a side signal; inactive = no such curve, though single readings can be large or run the other way; the % refers to the polarisation; also: potency is read from the fitted curve at half-maximal effect
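Fluorescence polarization: 7 uM MLL-CXXC (stock) preincubated 5 min with compounds, then 50 nM fluorescein-HOX-A9 DNA (stock) added; 30 min ambient. Buffer 50 mM Tris-HCl pH 7.5, 50 mM NaCl, 1 mM DTT, 0.05% BSA.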
hERG WT inh: KCNH2 (human, wildtype) channel inhibition | Q12809 | U2OS, BacMam KCNH2, thallium flux FluxOr; active compounds read low | activity change, % at 1.84 µM | 340,000 tested, 0.37% active | AID 720551;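 active = maximum activity change below -70%; inconclusive = maximum activity change between -70% and -50%; inactive = maximum activity change above -50%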; also: % is scaled to controls: 0 for no effect and ±100 for the full control effect
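U2OS cells were transduced with wild-type KCNH2 virus (2.03 x 10^8 / mL) for 4 h at room temperature, then cultured overnight at 37 C. Thallium flux was read with FluxOr dye. Rate constants were normalized to DMSO controls.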
TRPV1 agonist: human TRPV1 agonism | 320,000 tested, 0.19% active | TRPV1-expressing cells, Fluo-8 calcium influx, agonist mode | activation, % at 8.33 µM; in the data active = activation above about 80%; inconclusive = between about 30% and that limit; also: 0% is about no effect
Target sequence (Q8NER1 whole entry, looked up): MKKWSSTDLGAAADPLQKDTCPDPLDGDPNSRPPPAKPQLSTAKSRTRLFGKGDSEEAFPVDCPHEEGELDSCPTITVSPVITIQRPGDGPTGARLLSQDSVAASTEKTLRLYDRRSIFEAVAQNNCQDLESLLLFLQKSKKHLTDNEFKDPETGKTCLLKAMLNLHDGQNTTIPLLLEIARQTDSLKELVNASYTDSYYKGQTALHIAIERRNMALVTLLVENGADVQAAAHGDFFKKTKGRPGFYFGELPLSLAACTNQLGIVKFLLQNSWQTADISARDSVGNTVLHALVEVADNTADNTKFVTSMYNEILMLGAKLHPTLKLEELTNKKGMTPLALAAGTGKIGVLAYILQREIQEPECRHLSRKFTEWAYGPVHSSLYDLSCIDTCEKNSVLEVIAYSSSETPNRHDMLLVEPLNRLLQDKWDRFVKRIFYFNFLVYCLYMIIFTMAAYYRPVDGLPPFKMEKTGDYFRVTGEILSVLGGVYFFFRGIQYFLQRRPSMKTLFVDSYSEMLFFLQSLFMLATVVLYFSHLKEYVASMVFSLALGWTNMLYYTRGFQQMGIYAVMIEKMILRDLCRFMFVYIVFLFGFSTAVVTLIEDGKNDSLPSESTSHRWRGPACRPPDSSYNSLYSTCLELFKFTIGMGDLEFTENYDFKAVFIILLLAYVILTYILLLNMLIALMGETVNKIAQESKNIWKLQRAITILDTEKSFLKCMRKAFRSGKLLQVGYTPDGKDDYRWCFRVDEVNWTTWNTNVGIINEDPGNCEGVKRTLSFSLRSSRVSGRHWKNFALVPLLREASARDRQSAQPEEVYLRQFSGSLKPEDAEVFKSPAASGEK
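Cells expressing TRPV1 were dye-loaded with Fluo-8 and read kinetically: 10 s baseline, 3 min after compound (agonist portion), then 2 min after EC20 capsaicin (allosteric enhancer portion). Calcium-bound dye fluorescence at 480/520 nm.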
Giardia killer: kills Giardia lamblia. Giardia lamblia trophozoite viability. activity change, % at 7.66 µM, hits read low. 340,000 tested, 0.15% active; in the data active = activity change below about -80%; inconclusive = between about -30% and that limit;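 also: parasites exposed to compound for two days anaerobically before the ATP read; % is scaled to controls: 0 for no effect and ±100 for the full control effect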
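ATP-content bioluminescence gauges trophozoite survival. Cells (100/well) receive compound and incubate anaerobically for 48 hrs at 37 deg C; detection reagent follows for 15-30 min at room temperature.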
The depositor's hits bear a star; i = inactive; ? = inconclusive; · = no result given; [ ] = remark or other dose. Unless noted, calls follow the shape of the dose curve; as a rule, active = well fitted curve in the direction sought with a large enough effect; inconclusive = small, poorly fitted or top-dose-only effect, or another doubt; inactive = no such curve, though single readings can be large; an effect the other way counts as inactive or inconclusive. A portion of the library; count on the stated rates, not on these rows.

SMILES,USP2a inh,PKM2 act,B2AR arrestin,GALK inh,Coupling enz,KCNH2 3.1 inh,Menin MLL FP TR,MLL CXXC-DNA inh,hERG WT inh,TRPV1 agonist,Giardia killer
CC1CCN(CC(=O)N(C)c2c(N)n(Cc3ccccc3)c(=O)[nH]c2=O)CC1,1%,·,0.0%,·,·,-26,·,·,-8,1,3
CCOC(=O)c1nnn2c1nc(N1CCN(c3ccccc3)CC1)c1ccccc12,0%,2%,-0.8%,-2%,-2,-24,·,0%,-5,14,-9
COc1ccc(N(CC(=O)NC2CCCCC2)S(=O)(=O)c2cccnc2)cc1,0%,-9%,-0.1%,0%,3,-19,3%[11.7 µM],20%,4,·,-6
CSc1cccc(NC(=S)NCCCN2CCN(c3ccc(F)cc3)CC2)c1,-1%,-1%,0.1%,0%,-2,-9,9%,6%,1,3,5
CC(=O)Nc1ccc2nc(NC(=O)c3ccc([N+](=O)[O-])s3)sc2c1,3%,3%,-1.0%,·,4,·,·,-2%,·,0,·
O=[N+]([O-])c1ccc(C2CCCC/C2=N\OCc2cccc(F)c2)c([N+](=O)[O-])c1 (stereo not given),0%,-2%,-0.4%,-1%,-3,-8,-8%,2%,5,3,-15
CCOCc1c(C(=O)Nc2cc(OCC)c(N3CCOCC3)cc2OCC)oc2ccccc12,0%,-2%,0.1%,1%,-5,31,-16%,1%,6,2,12
COc1cc(CN2CCCC(C)C2)cc([N+](=O)[O-])c1O (stereo not given),-5%,-1%,0.1%,0%,-1,10,3%,-3%,-6,2,2
Cc1cc(C)n(-c2ccccc2[N+](=O)[O-])n1,3%,2%,6.2%,2%,3,2,-10%,-1%,i,2,24
O=C1Nc2cc(Cl)cnc2N2CCCC12 (stereo not given),9%,3%,0.1%,-1%,-9,13,-3%,9%,-18,1,29
Fc1ccc(CO/N=C/C2=C(Cl)c3ccccc3CC2)cc1,2%,-2%,-0.3%,2%,3,-19,0%,-2%,-3,-5,2
COc1ccc(CN(C)C(C)C(=O)Nc2ccc(S(=O)(=O)N3CCCCC3)cc2)c(OC)c1 (stereo not given),-5%,·,-0.3%,·,·,-33,·,·,1,·,17
O=C(Nc1cccc([N+](=O)[O-])c1)c1ccc2nc(N3C(=O)CCC3=O)sc2c1,-2%,3%,-0.8%,0%,5,-11,?,0%,3,2,-1
C=CCn1c(COc2cccc(C)c2)nnc1SC(C)C(=O)NC1CC1 (stereo not given),1%,·,0.0%,·,·,6,·,·,-11,1,-4
CC1C/C(=N/Nc2nc3ccccc3[nH]2)CC(C)(C)C1 (stereo not given),-11%,-4%,0.0%,0%,0,-15,-10%,-6%,2,4,2
O=C(O)CC/C(=C\c1ccc(N2CCCC2)c([N+](=O)[O-])c1)c1nc2ccccc2s1,-5%,1%,-0.9%,-10%,2,16,?,-26%,4,5,-9
NNC(=O)c1[nH]c2ccc([N+](=O)[O-])cc2c1-c1ccccc1,-2%,·,-0.6%,11%,4,-4,?,?,-4,2,-12
Cn1c(=O)c2cc(S(=O)(=O)N3CCC(c4ccccc4)CC3)ccc2n(C)c1=O,0%,0%,-0.1%,2%,4,-1,-27%,7%,9,-2,-9
COc1ccccc1NC(=O)c1ccc(NC2=NC3CS(=O)(=O)CC3S2)cc1 (stereo not given),1%,0%,0.3%,·,-2,-1,1%,·,-7,2,1
O=S(=O)(c1ccccc1Cl)N1CCC(Cc2ccccc2)CC1,0%,·,-0.1%,5%,0,-6,4%,-3%,4,-6,5
CCC(CC)c1nnc(NC(=O)CSCC(=O)Nc2cc(C)on2)s1,1%,·,-0.1%,·,·,8,·,·,-1,3,-1
COc1ccc(C2=NC(=O)/C(=C\c3cc(OC)c(OC)c(OC)c3)O2)cc1,?,-1%,-0.6%,-4%,7,2,-14%,2%,-27,5,-9
COc1ccccc1CCc1nnc(CCC(=O)N(C)Cc2cccc3ncccc23)o1,2%,-3%,0.4%,8%,-1,-18,1%,-9%,-6,0,2
Cc1ccc(C2CC(c3ccco3)=NN2S(C)(=O)=O)cc1 (stereo not given),1%,7%,2.7%,1%,3,-7,12%,3%,-8,-2,3
Cc1cc(C)n2nc(SCc3ccccc3F)nc2n1,3%,·,0.9%,2%,1,5,-21%,3%,3,-1,-5

Brought forward from above: 2 compounds; new compounds follow.
SMILES,USP2a inh,PKM2 act,B2AR arrestin,GALK inh,Coupling enz,KCNH2 3.1 inh,Menin MLL FP TR,MLL CXXC-DNA inh,hERG WT inh,TRPV1 agonist,Giardia killer
Cc1ccc(C2CC(c3ccco3)=NN2S(C)(=O)=O)cc1 (stereo not given),1%,7%,2.7%,1%,3,-7,12%,3%,-8,-2,3
Cc1cc(C)n2nc(SCc3ccccc3F)nc2n1,3%,·,0.9%,2%,1,5,-21%,3%,3,-1,-5
Cc1ccc(NC(=O)/C(C#N)=C(\N)C(Cl)(Cl)Cl)nc1,4%,-3%,0.3%,-5%,0,-1,-23%,-25%,4,-4,0
CC(C)CC(=O)Nc1ccccc1Oc1ccccc1,2%,2%,-0.1%,-2%,1,-13,-22%,1%,0,16,-1
COC(=O)CNC(=O)Cn1c(=O)n(Cc2ccc(F)cc2)c(=O)c2sccc21,-1%,3%,2.9%,4%,4,11,0%,-8%,4,-6,3
COc1cccc(C(=O)/C=C2\NCCc3cc(OC)c(OC)cc32)c1,4%,·,0.1%,1%,-5,-4,-2%,39%[activator],6,5,-4
CCOc1ccc(NC(=S)Nc2ccc(OC)cc2)cc1,6%,-2%,-0.1%,3%,-5,3,-7%,-2%,0,-1,-2
COc1cccc(CNCCO)c1OCc1ccc(Cl)cc1,3%,11%,-0.3%,-1%,1,11,-4%,2%,-17,-5,-6
CC(CCCC(C)(C)O)NC(=O)c1ccc(OC2CCN(C(=O)C3CC3)CC2)cc1 (stereo not given),-12%,0%,0.2%,1%,3,0,2%,34%[activator],6,0,-5
CN(C)CCCN(CCCN(C)C)C(=S)Nc1ccc(S(=O)(=O)N2CCOCC2)cc1,1%,2%,0.0%,-3%,3,20,·,36%[activator],0,-3,-11
CC(=O)Nc1ccc(N=Cc2nc(-c3ccc(C)cc3)oc2O)cc1,0%,-2%,-0.5%,-1%,2,-9,22%,?,-3,1,26
CCN(CC)S(=O)(=O)c1cc(NC(=O)Cc2ccsc2)ccc1C,0%,-2%,0.1%,-1%,-2,8,-11%,18%,0,?,-4
COc1ccc(CNc2nc3ccccc3n2CCN2CCCCC2)cc1,-1%,0%,-0.2%,8%,0,-1,?,-29%,40,28,-30
CSCC[C@H](NC(=O)[C@@H]1Cc2ccccc2CN1)C(=O)NC[C@H]1CC[C@H](C(=O)O)CC1,2%,·,2.4%,2%,1,0,4%,12%,·,-5,-2
COC(=O)c1ccc(NC(=S)NCCc2ccccc2)cc1,3%,3%,-0.2%,-2%,0,-8,-6%,-4%,-5,30,16
Cc1nc2c(C)cccc2cc1C(=O)N/N=C/c1cccnc1,5%,4%,-0.1%,2%,-1,-21,-9%,?,-10,?,-5
Cc1ccc(NC(=O)CSCC(=O)N(C)CCOc2ccc(Cl)cc2)cc1,0%,·,-0.6%,·,·,-6,·,·,-1,2,-2
Cn1cnc([N+](=O)[O-])c1Sc1nc2ccccc2[nH]1,-2%,11%,-0.6%,-5%,5,-11,·,-1%,1,·,-18
FC(F)(F)c1cc(Cl)c2nnc(-c3ccccn3)n2c1,-1%,·,0.4%,0%,-2,-2,1%,9%,8,2,7
O=C(Nc1cccc(C(F)(F)F)c1)C(Sc1n[nH]c(=O)[nH]c1=O)c1ccccc1 (stereo not given),0%,4%,-0.7%,-5%,15,-12,·,-4%,-9,13,-18

Looked up above.
`CC(=O)Nc1ccc(N=Cc2nc(-c3ccc(C)cc3)oc2O)cc1` in B2AR arrestin = -0.5%
`CC(C)CC(=O)Nc1ccccc1Oc1ccccc1` in B2AR arrestin = -0.1%
